Compound activity (PubChem)
SRC3 inh: human NCOA3 inhibition; HEK293 GAL4-SRC3 luciferase reporter, luminescence; inhibition, % at 3.6 µM; hit rate 0.17% among 360,000;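 active = inhibition above a per-campaign cutoff, the mean of all compounds plus 3 SD, cut at about 60% in these data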;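 also: 0% = DMSO-treated cells and 100% = gossypol-treated cells at 36 µM; higher means less SRC3-driven luciferase light from the GAL4 reporter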
NR2F2 inh: blocks human COUP-TFII nuclear receptor; hit rate 0.7% among 370,000; P24468; AID 686940; inhibition, % at 8.6 µM; HEK293T NGFI-A luciferase reporter, luminescence;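 active = inhibition above a per-plate cutoff, mean inhibition of test wells between control levels plus 3 SD, cut at about 38% in these data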;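 also: cells cotransfected with COUP-TFII expression vector driving the NGFI-A reporter; 0% = median of COUP-TF2 test wells and 100% = reporter-only cells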
MC4R barr agon: human MC4R agonism via beta-arrestin; U2OS MC4R beta-arrestin complementation, luminescence; percent of melanotan II response, DMSO zero; hit rate 0.98% among 360,000; AID 540308; P32245; activation, % at 8.9 µM;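 active = activation above a per-plate cutoff, the mean activation of sample wells on that plate plus 3 SD, cut at about 8% in these data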
Target sequence (P32245 whole entry, looked up): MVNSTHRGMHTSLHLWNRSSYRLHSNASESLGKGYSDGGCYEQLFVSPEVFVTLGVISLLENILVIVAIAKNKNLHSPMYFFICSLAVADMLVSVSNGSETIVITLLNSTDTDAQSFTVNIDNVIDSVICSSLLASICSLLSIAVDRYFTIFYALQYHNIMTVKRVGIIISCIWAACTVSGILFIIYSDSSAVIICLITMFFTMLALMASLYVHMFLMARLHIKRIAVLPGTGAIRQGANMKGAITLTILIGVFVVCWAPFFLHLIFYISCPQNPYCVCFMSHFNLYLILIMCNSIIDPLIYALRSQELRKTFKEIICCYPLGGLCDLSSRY
EBV LMP1 NFkB: inhibitors of Epstein-Barr LMP1-induced NF-kappaB reporter; LMP1-induced NF-kappaB luciferase reporter cells, luminescence; inhibition, % at 12.5 µM; hit rate 0.69% among 350,000; in the data active = inhibition above about 41%; inconclusive = no clear call, values can overlap the other calls;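 also: 0% = neutral control wells and 100% = reference inhibitor control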
TLR9-MyD88 block: TLR9-MyD88 interaction inhibition; Q9NR96+Q99836; CHO BLA complementation TLR9-MyD88, CCF4 FRET ratio; inhibition, % at 4.98 µM; hit rate 0.21% among 340,000; AID 504734;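 active = inhibition above the mean over all tested compounds plus 3 SD, cut at about 21% in these data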;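 also: 0% = DMSO only wells and 100% = clavulanate BLA inhibitor control wells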
NOD2-RIPK2 inh: blocks binding of human NOD2 to RIPK2 | CHO BLA complementation NOD2-RIPK2, CCF4 ratio | inhibition, % at 4.98 µM | hit rate 0.38% among 360,000 | AID 624267; in the data active = inhibition above about 21%;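 also: 0% = vehicle only and 100% = reference blocker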
Target sequence (O43353 whole entry, looked up): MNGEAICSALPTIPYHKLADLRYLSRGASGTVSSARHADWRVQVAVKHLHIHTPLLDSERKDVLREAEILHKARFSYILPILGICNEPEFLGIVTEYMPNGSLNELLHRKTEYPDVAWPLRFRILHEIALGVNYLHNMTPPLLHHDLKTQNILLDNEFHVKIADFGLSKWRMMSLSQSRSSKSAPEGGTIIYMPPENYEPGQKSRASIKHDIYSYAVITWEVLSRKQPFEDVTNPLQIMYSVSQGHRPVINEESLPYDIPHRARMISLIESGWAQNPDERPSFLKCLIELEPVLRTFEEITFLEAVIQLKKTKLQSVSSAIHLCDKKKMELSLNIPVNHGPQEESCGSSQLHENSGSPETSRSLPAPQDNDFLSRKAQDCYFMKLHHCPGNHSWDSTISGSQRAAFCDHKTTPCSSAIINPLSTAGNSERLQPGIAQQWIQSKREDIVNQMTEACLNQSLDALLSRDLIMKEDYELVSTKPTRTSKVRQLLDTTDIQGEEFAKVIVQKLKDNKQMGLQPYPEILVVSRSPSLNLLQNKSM
LRH-1 inv ag: inverse agonists of human LRH-1 (NR5A2). HEK293T StAR-luciferase reporter, LRH-1 transfected, 24 h. hit rate 0.13% among 360,000. inhibition, % at 3.6 µM;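 active = inhibition above the mean inhibition of all tested compounds plus 3 SD, cut at about 73% in these data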;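 also: 0% = DMSO wells and 100% = reporter-only cells lacking LRH-1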
SRC2 inh: human SRC2 (NCOA2) inhibition. Q15596. HEK293 GAL4-SRC2 luciferase reporter, luminescence. inhibition, % at 9 µM. hit rate 0.17% among 370,000. AID 651957;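 active = inhibition above the mean inhibition of all tested compounds plus 3 SD, set per campaign, cut at about 52% in these data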;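 also: 0% = DMSO treated cells and 100% = cells given Gossypol at 36 µM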
ABHD5 PLIN5 PPI: ABHD5-PLIN5 protein interaction inhibition; Q00G26+Q8WTS1; Split G. princeps luciferase complementation, luminescence, 4 h; inhibition, % at 4 µM; hit rate 0.78% among 360,000; AID 602281;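 active = inhibition above the mean inhibition across every tested compound plus 3 SD, cut at about 22% in these data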;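 also: 0% = DMSO only wells and the 100% control is not disclosed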
SRC1 inh: inhibits human SRC1 coactivator; Q15788; HEK293 GAL4-SRC1 luciferase reporter, luminescence; hit rate 0.12% among 360,000; inhibition, % at 3.6 µM;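 active = inhibition above the campaign mean plus 3 SD, with each screening campaign given its own cutoff, cut at about 60% in these data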;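 also: 0% = DMSO treated cells and 100% = gossypol at 36 µM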
MC4R antag cAMP: antagonists of human melanocortin 4 receptor (MC4R). MC4R-expressing cells, MTII-stimulated cAMP, LANCE TR-FRET. AID 540295. P32245. inhibition, % at 6.5 µM. hit rate 0.48% among 360,000;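 active = inhibition above its plate's cutoff, the mean of tested wells on that plate plus 3 SD, cut at about 29% in these data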;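 also: 0% = Melanotan II alone and 100% = Melanotan II plus saturating MCL0020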
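System – human MC4R-expressing U2OS cells · Also added – Melanotan II · Dosing – one concentration, 6.5 µM nominal · Timing – 30-min compound, 1-h challenge, 1-h detection, room temperature · Measured by – Eu-cAMP/anti-cAMP TR-FRET, emission 671 nm · Replicates – singlicate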
An asterisk follows results filed as active; ? = inconclusive; / = no result given.

SMILES	SRC3 inh	NR2F2 inh	MC4R barr agon	EBV LMP1 NFkB	TLR9-MyD88 block	NOD2-RIPK2 inh	LRH-1 inv ag	SRC2 inh	ABHD5 PLIN5 PPI	SRC1 inh	MC4R antag cAMP
Cc1cc(OC(C)C(=O)N[C@H](C(=O)O)c2ccccc2)c2c3c(c(=O)oc2c1)CCC3 (stereo not given in full)	15	0	-1.2	-4	-6	-3	17	-13	4	-3	3
Cc1ccc(Cn2cc(C=O)c(-c3ccc(F)cc3)n2)cc1	-1	-10	3.3	3	11	2	-6	-1	-3	-2	5
C[C@]12C[C@@H](O)[C@H](O)CC1=CCC1C2CC[C@]2(C)C(=O)CCC12 (stereo not given in full)	-9	-1	-1.5	15	1	0	-16	-2	8	0	3
COc1ccc(NC(=O)CN2CC=C(c3ccccc3)CC2)cc1S(=O)(=O)N1CCOCC1	1	-2	2.4	-8	1	-10	5	-15	-1	-11	-3
Cc1cc(OC(=O)N(C)C)nc2c1c(C)nn2C	-1	12	1.4	-4	/	-11	-4	-12	-5	-9	15
C=Cn1ccnc1P(=S)(c1nccn1C=C)C1CCCCC1	-8	0	-0.1	-6	3	3	-3	16	8	8	6
CCCCc1ncc(CN2CCCC(C(=O)c3ccc(SC)cc3)C2)[nH]1 (stereo not given)	4	-1	-1.6	-4	4	-9	-8	-6	-1	-11	7
O=C(Nc1ccccc1)c1c(O)[nH]c(=O)[nH]c1=O	1	5	1.6	-4	-5	-1	-15	5	-1	4	9
COC(=O)C1=C(c2cccc(C#N)c2)C[C@@H]2CC[C@H]1N2C(=O)N1CCCC1	8	-1	-0.3	2	3	2	-7	1	-2	-2	9
CN(C)CCN=Cc1c(O)n(-c2cccc3ccccc23)c(=O)[nH]c1=O	22	-2	-1.4	-2	-2	-2	-24	-7	-3	4	16
CNCCc1c[nH]c2ccccc12	6	/	0.2	/	/	1	1	/	7	-15	3
O=c1[nH]c(=O)n(Cc2ccccc2)c(O)c1C=NCCCn1ccnc1	16	0	2.7	-5	-3	10	0	5	12	18	-1
Cc1ncc(C(=O)O)n1C(C)c1ccccc1 (stereo not given)	-19	-19	0.5	0	3	-3	22	-3	-4	-21	3
CCOC(=O)c1c(/N=C/c2c(O)n(-c3ccccc3F)c(=S)[nH]c2=O)sc2c1CCCC2	-1	-2	-1.9	4	8	-6	18	-27	-18	6	-4
C[C@]12CC[C@H]3[C@@H](CCC4=CC(=O)CC[C@@]43O)[C@@H]1CCC2=O	2	-5	1.8	-3	-3	-12	-9	-14	-4	10	9
C(=NN1CCCCCC1)c1c[nH]c2ccccc12	-2	7	-0.8	3	2	-11	6	-6	-2	-10	-3
CC(=O)NCCc1c[nH]c2ccccc12	0	-2	-0.1	-7	-11	1	-1	-1	-8	-14	7
COC(=O)C1=C(c2c(C)noc2C)C[C@@H]2CC[C@H]1N2C(=O)N1CCC(O)CC1	-22	9	-1.8	-2	2	-6	-4	-2	-5	-16	1
O=C(COc1ccc(Cl)cc1)N1CCN(C2CCCC2)CC1	1	-1	-0.5	-4	-5	13	14	-19	-1	5	4
CCOP1(=S)Oc2cc3c(cc2C(C(=O)OC)(C(F)(F)F)O1)OCO3 (stereo not given)	-5	4	-1.7	5	-9	-6	-10	-16	-18	-16	-3
Cc1ccc(-c2nc3ccccc3c(=O)n2-c2ccccn2)cc1	12	-11	0.1	-12	4	-8	-11	10	-1	-11	12
Cc1ccc(Cl)cc1N1CCN(CCN)CC1	5	-5	0.5	3	1	4	22	6	13	2	0
O=C(NCC(c1cccnc1)N1CCN(c2ccc(F)cc2)CC1)Oc1ccccc1 (stereo not given)	13	1	-1.4	8	-13	0	4	-7	-8	-2	0
O=C(COc1ccc(S(=O)(=O)N2CCCCC2)cc1)N1CCN(Cc2ccccc2)CC1	-2	8	-0.3	9	-12	-8	-3	19	2	8	3
C=CCN1C(=O)C2(C(C(=O)OCC)=C(N)Oc3c2c(=O)oc2ccccc32)c2ccccc21 (stereo not given)	8	-7	-1.2	-1	-2	-3	-10	-42	-7	-31	-10
N[C@@H](Cc1c[nH]c2ccccc12)c1nnc(SCc2c(F)cccc2Cl)o1	14	-2	1.7	-3	-7	-4	13	12	0	-59	5
CC1CN2c3ccc([N+](=O)[O-])cc3CC3(C(=O)N(C)C(=O)N(C)C3=O)C2C(C)O1 (stereo not given)	12	6	-0.2	-1	10	-9	21	4	8	-6	6
C=C1[C@H]2CC[C@H]3[C@]4(C)C[C@H](O[C@H]5O[C@H](CO)[C@@H](OS(=O)(=O)O)[C@H](OS(=O)(=O)O)[C@H]5OC(=O)CC(C)C)C[C@@H](C(=O)O)[C@H]4CC[C@]3(C2)[C@H]1O	-7	3	0.0	-2	0	-7	-21	1	1	14	-1
CC(C)CC(C)N (stereo not given)	2	17	-0.4	-3	-19	-3	-16	29	-2	-6	-3
Cc1ccc(OCC(=O)N2CCN(Cc3cccnc3)CC2)cc1	-26	4	-1.3	-3	1	-8	-8	-39	5	-16	1
Cc1cc(NC(=O)CCl)on1	-3	3	0.8	-11	-8	-2	24	19	3	-8	12
CCN1CCN(C(=O)COc2ccc(S(=O)(=O)N3CCOCC3)cc2Cl)CC1	-13	4	-0.3	7	-2	3	4	10	-3	3	16
O=P(CCl)(Nc1ccccc1)C(Cl)(Cl)Cl (stereo not given)	2	-14	2.0	-2	-9	-10	7	17	-5	-3	2
CC(=O)N1CCN(CCN=Cc2c(O)n(-c3ccc(F)cc3)c(=S)[nH]c2=O)CC1	3	22	-1.5	-2	-1	-4	-5	6	2	1	-5
Cc1ccc(S(=O)(=O)N(C)C)cc1NC(=O)C(C)[N+]12CCN(CC1)CC2 (stereo not given)	13	-8	-1.3	-5	-6	-3	0	-11	-5	-1	-3
COC1CCC(OC2CC(C3(C)CCC4(CC(O)C(C)C(C(C)/C=C(\C)C(=O)C(C)CC(C)C(=O)O)O4)O3)OC3(OC(C4OC(O)(CO)C(C)CC4C)CC3C)C2C)OC1C (stereo not given)	10	-39	19*	-10	-6	7	7	-2	0	-24	8
C[C@]12CC(=O)CC1CCC1C2CC[C@@]2(C)C1CC[C@@H]2O (stereo not given in full)	5	5	-1.6	0	3	-21	17	16	-4	-11	3
Cc1ccc(OCC(=O)N2CCN(C)CC2)c(Br)c1	-23	-13	-1.1	-11	3	-13	-24	-1	0	-42	-2
O=C(Cc1ccccc1)OCCNC(=O)c1cccnc1	7	8	1.6	-14	-23	-4	6	6	4	7	8
Cc1cc(N2CCOCC2)nc2ccc(NC(=O)CCC(=O)N3CCC4(CC3)OCCO4)cc12	-14	-15	-2.4	-17	-4	-1	1	-49	-2	-7	-4
COc1ccc(OC(=O)N(C)C[C@H]2OCc3cnnn3CCCC(=O)N([C@@H](C)CO)C[C@H]2C)cc1	-21	13	0.9	-6	8	3	-2	-8	-1	-34	14
Nc1cc2nc3ccccc3nc2cc1N	6	-9	0.3	10	4	0	-1	-5	-9	-11	12
CCC(=O)N1CC(=O)Nc2ccc(Cl)cc2C1c1ccc(F)cc1 (stereo not given)	-16	-9	-2.6	-8	-9	0	9	-3	0	0	4
COC(=O)C1C2c3ccccc3OC1(C)N=c1s/c(=C/c3cnn(C)c3C)c(=O)n12 (stereo not given)	-17	-1	-3.1	9	2	-6	-20	5	-1	-10	2
CCn1nc(-c2ccccc2)nc2c(=O)n(C)c(=O)nc1-2	48	/	-0.3	-4	7	-8	17	/	-18	40	-44
Cc1ccc(/C=C2/C(=O)NC(=O)N(CCc3ccc(F)cc3)C2=O)o1	-15	14	0.3	-16	-1	4	-19	-11	11	-14	6
COC(=O)C1=C(c2cccc(C#N)c2)C[C@@H]2CC[C@H]1N2C(=O)NCCO	10	-8	-1.5	-7	5	8	10	0	-2	-12	3
CN1C(=O)C(=Cc2ccc(N3CCCCC3)o2)C(=O)N(C)C1=S	-2	-7	-2.0	-8	-5	-8	-22	-24	4	-27	-1
O=C1Nc2cc(C(=O)N3CCC4(CC3)OCCO4)ccc2S/C1=C\c1ccccc1	6	6	-5.0	15	-6	6	11	-2	-3	20	-18
COc1ccccc1C1=NCc2nnc(C)n2-c2ccc(Cl)cc21	-1	1	-0.8	1	-2	-7	1	-10	-3	-1	15
CCN(CC)CCCN=Cc1c(O)n(Cc2ccc(F)cc2)c(=O)[nH]c1=O	16	-1	-0.9	?	7	-9	8	18	2	0	6
C=C(C)c1cccc(C(C)(C)NC(=O)NC2CN3CCC2CC3)c1 (stereo not given)	6	10	-2.0	-5	-6	-6	-11	-12	-1	-13	2
O=C1CN(O)C(c2ccccc2)=c2cc(Cl)ccc2=N1	5	-24	-1.8	-11	-4	10	-13	2	-9	-3	1
CC1=C(C/C(C)=C/c2ccccc2)/C(=C/CO)[C@@H]2OC(=O)O[C@]2(C)C12CC2	-7	2	0.2	1	-3	3	7	-11	0	-24	11
Clc1cnc(Oc2ccc(Oc3ncc(Cl)cc3Cl)cc2)c(Cl)c1	13	1	1.4	3	1	-3	7	-7	-2	-7	6
O=C1NC(=O)C2(CCCc3ccc(N(CCCl)CCCl)cc32)N1 (stereo not given)	-17	-7	-1.3	38	-2	-2	1	-3	4	5	2
CC(=O)OC1CC[C@@]2(C)C(=CC(=O)C3C4CCC(OC(C)=O)[C@@]4(C)CCC32)C1 (stereo not given in full)	16	13	-0.3	-6	11	-2	14	-14	3	-1	-2
COc1ccc(C(=O)C2CCCN(Cc3cnc(C)s3)C2)cc1OC (stereo not given)	16	-12	-1.8	-2	-1	-6	3	-8	6	5	2
CN1CCc2cc(O)cc3c2[C@H]1Cc1ccc(O)c(O)c1-3	3	6	-1.1	-9	12	-7	22	-20	-3	5	-10
C=C1N2CCC(CC2)C1(O)c1ccc(C)c(C)c1 (stereo not given)	12	-10	-1.3	-5	2	-1	12	3	-1	6	-2

Continued:
SMILES	SRC3 inh	NR2F2 inh	MC4R barr agon	EBV LMP1 NFkB	TLR9-MyD88 block	NOD2-RIPK2 inh	LRH-1 inv ag	SRC2 inh	ABHD5 PLIN5 PPI	SRC1 inh	MC4R antag cAMP
COC(=O)C1=C(c2cccc(OCc3ccccc3)c2)C[C@@H]2CC[C@H]1N2C(=O)NCc1ccc(C(F)(F)F)cc1	4	12	-0.3	-1	-6	-5	-11	-14	-10	12	17
CC(C)[C@H](NC(=O)N1C[C@H]2C[C@@H](C1)c1cccc(=O)n1C2)C(=O)Nc1ccccc1F	-1	-7	-1.4	-9	-8	-7	-29	-4	-1	-25	6
CC(C)Oc1cccc(NC(=O)c2cccn(Cc3ccc4c(c3)OC(F)(F)O4)c2=O)c1	-4	0	3.0	-4	-3	4	-3	6	2	-4	18
Cc1ccccc1CCNCc1ccc(Br)cc1	12	-6	2.3	1	1	1	-2	-41	3	-27	21

An excerpt, so the mix of outcomes need not match the whole.
